NR1D1 modulator – modulates human Rev-erb alpha binding to DNA | P20393 | Rev-erbα–FITC-DNA binding, fluorescence polarization, 90 min | activity, % at 10 µM | hit rate 0.79% among 370,000 | AID 1259318;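 active = activity above about 14%, limit read from the data; passing the limit was not always enough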;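 note: 0% = DMSO wells with 35 nM protein and 100% = DMSO wells with 750 nM protein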
Target sequence (P20393 whole entry, looked up): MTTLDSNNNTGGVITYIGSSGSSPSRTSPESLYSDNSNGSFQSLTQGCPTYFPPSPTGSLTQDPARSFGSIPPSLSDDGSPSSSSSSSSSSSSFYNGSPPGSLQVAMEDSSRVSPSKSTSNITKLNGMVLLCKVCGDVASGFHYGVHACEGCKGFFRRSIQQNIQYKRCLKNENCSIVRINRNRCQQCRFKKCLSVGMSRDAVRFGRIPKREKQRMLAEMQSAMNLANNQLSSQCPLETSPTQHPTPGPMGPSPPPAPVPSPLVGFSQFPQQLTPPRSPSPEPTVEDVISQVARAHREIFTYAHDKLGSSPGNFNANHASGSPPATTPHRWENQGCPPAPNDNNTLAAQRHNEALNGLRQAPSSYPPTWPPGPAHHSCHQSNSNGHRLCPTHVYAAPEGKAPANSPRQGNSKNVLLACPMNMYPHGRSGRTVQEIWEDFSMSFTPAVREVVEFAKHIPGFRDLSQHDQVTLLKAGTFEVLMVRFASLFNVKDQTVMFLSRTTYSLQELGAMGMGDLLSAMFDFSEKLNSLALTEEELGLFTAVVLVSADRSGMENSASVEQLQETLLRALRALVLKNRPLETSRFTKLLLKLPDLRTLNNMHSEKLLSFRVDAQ
PG9 Ab binder – small molecules binding HIV-1 gp120 antibody PG9; TR-FRET gp120-PG9 antibody binding; inhibition, % at 6.7 µM; hit rate 0.43% among 360,000; in the data active = inhibition above about 8.5%
ASAP1 GAP inh – ASAP1 ArfGAP inhibition; hit rate 0.19% among 360,000; ASAP1-stimulated ARF1 GTP hydrolysis, GDP FP detection; Q9ULH1; inhibition, % at 16.5 µM; in the data active = inhibition above about 25%;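 note: 0% = vehicle with enzyme and substrate and 100% = no enzyme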
Target sequence (Q9ULH1 325-724 limits assumed): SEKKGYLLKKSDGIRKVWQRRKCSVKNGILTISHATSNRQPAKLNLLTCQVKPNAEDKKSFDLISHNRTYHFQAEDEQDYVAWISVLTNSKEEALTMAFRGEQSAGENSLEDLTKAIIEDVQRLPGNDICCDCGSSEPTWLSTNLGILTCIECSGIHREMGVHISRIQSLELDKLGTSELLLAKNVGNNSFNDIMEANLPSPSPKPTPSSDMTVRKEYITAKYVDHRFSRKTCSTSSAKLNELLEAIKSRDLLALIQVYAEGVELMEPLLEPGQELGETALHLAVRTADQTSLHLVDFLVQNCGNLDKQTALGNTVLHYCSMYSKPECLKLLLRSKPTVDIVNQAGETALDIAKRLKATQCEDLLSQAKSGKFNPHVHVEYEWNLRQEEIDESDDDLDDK
rCAG binder – binds r(CAG) RNA repeats. r(CAG) RNA repeat, TO-PRO-1 dye displacement fluorescence. AID 651821. inhibition, % at 3 µM. hit rate 1.3% among 370,000;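 active = inhibition above the plate cutoff, the mean of all test compounds on that plate plus 3 SD, cut at about 35% in these data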;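 note: 0% = DMSO alone and 100% = 100 µM mitoxantrone as full dye displacement; higher means more dye released from RNA so lower well fluorescence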
GC-B act – GC-B (human) receptor activation; HEK293-GC-B cells, CNP EC30, cGMP TR-FRET; 0% at EC30 CNP, 100% saturating CNP; activation, % at 10 µM; hit rate 0.11% among 370,000; AID 1920062;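 active = activation at 10 µM reaching about 35% in either raw or pattern-adjusted values, limit read from the data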
SMARCA2 act – increases SMARCA2 function in MMTV reporter cells; activation, % at 9.1 µM; MG213 cells, MMTV-luciferase reporter, dexamethasone, overnight; hit rate 1% among 370,000; AID 652017; in the data active = activation above about 7.8%;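 note: 0% = vehicle wells and 100% = reference activator wells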
ARFGAP1 inh – inhibitors of rat ARFGAP1; Q62848; hit rate 0.26% among 360,000; inhibition, % at 16.5 µM; Arfgap1-stimulated ARF1 GTP hydrolysis, GDP FP detection;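 active = inhibition above a per-plate limit, mean inhibition of low control wells plus 3 SD, cut at about 25% in these data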;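 note: 0% = DMSO wells with enzyme and 100% = wells lacking Arfgap1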
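Material: rat Arfgap1 GAP domain (His6, aa 1-136), purified enzyme. Also added: human ARF1(Δ1-17)-GTP substrate. Compound dosing: 16.5 µM single point, 1.26% DMSO. Timing: enzyme reaction 120 min at 25 °C after 20 min preincubation. Signal: GDP detection by fluorescence polarization. Read-out basis: percent inhibition of GAP-stimulated GDP formation, scaled between DMSO and no-Arfgap1 medians.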
ABHD4 inh – inhibitors of mouse ABHD4; Q8VD66; purified mABHD4, FP-Rh probe fluorescence polarization; inhibition, % at 8.92 µM; hit rate 0.54% among 370,000; AID 720543;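 active = inhibition exceeding the mean over every tested compound plus 3 SD, cut at about 30% in these data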;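 note: 0% = plate median of compound wells and 100% = S159A mutant with DMSO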
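Assay system: mouse ABHD4 enzyme, wild type / Also added: fluorescent activity-based probe FP-Rh / Doses: single nominal dose of 8.92 µM, 0.89% DMSO final / Timing: 45 min compound pre-incubation plus 60 min probe step, 25 °C / Signal: FP readout, ex 525 nm / em 598 nm / Control set: S159A mutant/DMSO as 100%, compound-well median as 0%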
NPR1 activator – GC-A (human) enzyme activation; P16066; HEK293 GC-A cells, cGMP TR-FRET, EC30 ANP; 0% at EC30 ANP, 100% saturating ANP; activation, % at 10 µM; hit rate 0.14% among 370,000; AID 1671463; in the data active = activation above about 40%
HTRA1 inh – blocks human HTRA1 serine peptidase; Q92743; recombinant HTRA1, FP-rhodamine activity-based probe, fluorescence polarization; inhibition, % at 5.96 µM; hit rate 0.5% among 340,000; AID 504803; in the data active = inhibition above about 36%;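 note: 0% = enzyme with DMSO and 100% = wells lacking enzyme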
The depositor's hits bear a star; . = no result given.

1	COC(=O)CCC(=O)NC(=S)Nc1ccc(S(=O)(=O)Nc2cc(C)on2)cc1
2	O=C(c1ccc(O)c(Cl)c1)N1CCN(S(=O)(=O)c2ccccc2)CC1
3	COC(=O)c1c(N)[nH]c(C(=O)c2ccccc2)c1-c1ccc(Cl)cc1
4	O=C1NC2(O)C(=O)c3ccccc3C2(O)N1 (stereo unspecified)
5	Cc1ccc(NC(=O)C2CCCN2S(=O)(=O)c2ccc3c(c2)CCC(=O)N3)cc1Cl (stereo unspecified)
6	CCN(CC(=O)Nc1ccc(NC(C)=O)cc1)C(=O)C1CCN(C(=O)c2ccccc2C)CC1
7	Cc1ccc(NC(=O)CSc2nnc(N)s2)c([N+](=O)[O-])c1
8	Cc1ccc(S(=O)(=O)N/N=C/c2ccccc2F)cc1[N+](=O)[O-]
Assay by compound	1	2	3	4	5	6	7	8
NR1D1 modulator	-2	2	-6	-7	-6	-5	-5	-3
PG9 Ab binder	0.6	-0.4	0.1	1.1	-0.9	2.1	1.1	-2.0
ASAP1 GAP inh	15	0	-14	-1	12	-6	-9	-12
rCAG binder	2	-1	6	0	3	-6	5	8
GC-B act	1	-7	-5	-2	2	-1	1	10
SMARCA2 act	-1	1	-1	-4	-1	-1	1	-1
ARFGAP1 inh	16	3	10	-12	-3	3	17	13
ABHD4 inh	6	-1	-1	-3	3	-2	0	8
NPR1 activator	2	-1	-3	2	-2	3	3	0
HTRA1 inh	3	1	.	8	4	5	5	1

9	COCCn1c(SCC(=O)NC(=O)NCc2ccccc2)nc2ccccc21
10	COc1cccc(OC)c1OCCCSc1nc(C)cc(=O)[nH]1
11	CC(=O)c1c(O)c2ccccc2n(Cc2ccccc2)c1=O
12	COc1ccc(Nc2nc3ccc(C)cn3c(=O)c2/C=N/O)cc1
13	COc1ccc(N2C(=O)CC(n3cnc4ccccc43)C2=O)cc1 (stereo unspecified)
14	COc1ccccc1CN(C)C(=O)CSc1nnc(C2CC2)n1C1CC1
15	O=C(NCc1cc([N+](=O)[O-])ccc1O)c1cccc(NS(=O)(=O)c2ccccc2)c1
16	COCCOCCn1c(/C=C/c2ccccc2)nc2ccccc21
Assay by compound	9	10	11	12	13	14	15	16
NR1D1 modulator	-2	4	4	6	-3	-4	0	-2
PG9 Ab binder	0.7	-1.7	2.7	-2.6	-1.7	0.4	-1.0	-3.1
ASAP1 GAP inh	-15	-1	-2	-1	6	-14	12	1
rCAG binder	-8	0	3	11	7	0	17	1
GC-B act	0	-4	2	-3	3	0	2	-7
SMARCA2 act	-4	-2	-3	-2	-2	2	-1	1
ARFGAP1 inh	-6	-2	-2	12	-4	15	-7	-2
ABHD4 inh	2	-1	0	-1	0	1	-17	3
NPR1 activator	-3	-3	9	0	0	-1	3	-1
HTRA1 inh	-11	-5	2	3	-4	-1	1	-7

17	Cc1ccc(N2C(=O)CC(SCC(=O)Nc3ccc(S(N)(=O)=O)cc3)C2=O)cc1 (stereo unspecified)
18	COC(=O)/C=C1\SC(N2CCOCC2)=C(c2ccc(OC)cc2)C1=O
19	CCn1cc(C2CC(=O)NC2=O)c2ccccc21 (stereo unspecified)
20	c1c2c(cc3sc(N4CCOCC4)nc13)OCO2
21	CNC(=S)N1N=C(c2ccc(C)cc2)CC1c1ccc(Br)cc1 (stereo unspecified)
22	CC1(C)CC(=O)C(C=NCCN2CCN(CC(=O)Nc3ccc(Cl)cc3)CC2)=C(O)C1
23	CC1(c2nnnn2Cc2ccccc2)CCC(=O)N1CC(F)(F)F (stereo unspecified)
24	CCOCCc1nnc(NC(=O)C2CC(=O)N(c3ccc(OCC)cc3)C2)s1 (stereo unspecified)
Assay by compound	17	18	19	20	21	22	23	24
NR1D1 modulator	-1	-5	1	3	-2	3	-5	4
PG9 Ab binder	-1.1	-0.4	-1.9	-1.4	-3.5	0.7	-0.2	0.6
ASAP1 GAP inh	-8	-19	5	4	5	2	-8	-14
rCAG binder	3	-2	-1	0	5	-7	1	-3
GC-B act	0	5	-1	5	1	3	2	-1
SMARCA2 act	-1	-2	4	2	0	-1	-1	-2
ARFGAP1 inh	7	-12	2	2	4	1	16	-4
ABHD4 inh	-1	-2	-1	5	-22	0	-5	3
NPR1 activator	-1	1	3	2	2	1	3	-2
HTRA1 inh	-4	4	5	11	-52	-2	.	-2

25	COc1ccc(CCNC(=O)CSCc2ccc([N+](=O)[O-])cc2)cc1OC
26	O=C(CCc1nnc2ccc(N3CCCC3)nn12)Nc1cc(F)ccc1F
27	CC(c1cc(F)ccc1O)c1c[nH]c2ccccc12 (stereo unspecified)
28	CCN(C(=O)CSc1nc2scc(-c3ccccc3)c2c(=O)n1C)C1CCS(=O)(=O)C1 (stereo unspecified)
29	CCOC(=O)c1c(NC(=O)CSc2nnc(Cc3ccccc3)o2)sc(C)c1C
30	O/C(=C\c1ccc2ccccc2n1)c1ccc(O)cc1O
31	O=C(Nc1nc(-c2ccc(S(=O)(=O)N3CCCCCC3)cc2)cs1)c1ccccc1
32	CCOc1ccc(NC(=O)c2ccc(Br)o2)c([N+](=O)[O-])c1
Assay by compound	25	26	27	28	29	30	31	32
NR1D1 modulator	7	-4	4	-12	4	1	9	0
PG9 Ab binder	-2.4	-0.6	.	1.5	-0.1	-1.8	-0.8	0.3
ASAP1 GAP inh	-12	-1	.	-20	4	18	5	-5
rCAG binder	4	0	3	2	5	12	4	4
GC-B act	4	-3	-15	-12	-16	-2	3	-4
SMARCA2 act	0	-3	-2	-1	0	0	-5	0
ARFGAP1 inh	-8	5	.	-4	-2	3	7	-6
ABHD4 inh	3	-3	-21	4	-12	-23	-24	-4
NPR1 activator	2	-1	5	7	-2	-2	3	-1
HTRA1 inh	2	-5	.	1	-30	8	-57	0

33	CC(=O)c1cccc(NC(=O)CC2CCCC2)c1
34	Cc1ccc(S(=O)(=O)N2CCN(C(=O)C(F)(F)F)C2c2ccc(N(C)C)cc2)cc1 (stereo unspecified)
35	Cc1cccc(NC(=S)N(CCCN2CCOCC2)C(C)c2cc3ccccc3o2)c1C (stereo unspecified)
36	COC(=O)CCNc1ccc2c(c1)OCCO2
37	S=c1[nH]ncn1NCc1cccc(Br)c1
38	Cn1c(SCc2ccc(C#N)cc2Cl)nc2ccccc21
39	CC(=C/c1ccccc1)/C=N/n1c(-c2ccco2)n[nH]c1=S
40	COc1ccccc1NC(=O)Cc1nnc(SCC(=O)NC2CCCCC2C)n1C (stereo unspecified)
Assay by compound	33	34	35	36	37	38	39	40
NR1D1 modulator	1	-7	1	3	4	-2	0	1
PG9 Ab binder	-0.7	-0.2	-0.3	-1.4	-0.3	0.8	0.3	0.2
ASAP1 GAP inh	-2	-2	10	3	5	-20	-2	5
rCAG binder	-2	2	-5	-1	-5	-2	32	-1
GC-B act	1	1	-2	-1	6	1	-8	-3
SMARCA2 act	-2	2	-2	-4	1	5	0	-5
ARFGAP1 inh	-17	-7	0	6	1	3	4	5
ABHD4 inh	4	4	1	15	-1	-9	11	-10
NPR1 activator	3	-3	0	8	-5	-9	-1	-2
HTRA1 inh	1	6	6	-2	.	-11	2	1

41	COc1ccc(C2CC(c3cccs3)=NN2C(=O)CCl)cc1OC (stereo unspecified)
42	Cc1ccc(C(=O)OCC(=O)Nc2cccc(S(=O)(=O)N3CCOCC3)c2)o1
43	CC(=O)c1cccc(NC(=O)C2CCCN(S(=O)(=O)c3cccc4nonc34)C2)c1 (stereo unspecified)
44	CC(=O)c1cccc(NC(=O)N2CCCc3ccccc32)c1
45	CCN(CC(=O)NCc1cccs1)CC(=O)Nc1c(Cl)ccc(C)c1Cl
46	CCCn1cc(S(=O)(=O)c2ccc(C)cc2)c(=O)c2cc(OCC)ccc21
47	Cn1cc(S(=O)(=O)CC(=O)Nc2ccc(Br)cc2)c2ccccc21
48	O=C(c1ccc(S(=O)(=O)Nc2ccccc2F)cc1)N1CCN(c2ccccc2O)CC1
Assay by compound	41	42	43	44	45	46	47	48
NR1D1 modulator	2	1	2	-2	-1	-4	-3	2
PG9 Ab binder	-0.6	-0.2	0.9	-1.1	-0.3	-1.7	0.8	-2.3
ASAP1 GAP inh	-3	2	12	0	7	15	9	-8
rCAG binder	1	3	5	-5	-5	-1	4	10
GC-B act	5	-6	-1	1	1	-1	-9	1
SMARCA2 act	-9	-3	1	0	-3	-5	-1	-1
ARFGAP1 inh	-7	1	-1	10	-1	1	0	6
ABHD4 inh	-2	-3	0	-1	3	-8	-2	6
NPR1 activator	2	4	-4	4	-4	-3	5	1
HTRA1 inh	-4	-2	-1	1	7	-10	-12	2

49	CCOc1ccc(NC(=O)c2ccc(CSc3nnnn3C)cc2)cc1
50	COc1ccc(Cl)cc1C(=O)N/N=C/c1ccc(N2CCOCC2)cc1
51	COc1ccc(Cl)cc1NC(=O)CSc1nnc(COc2ccccc2)n1N
52	COC(=O)C1CCN(C(=O)Cc2ccc(C)cc2)CC1
53	COc1ccccc1N1CCN(C(=O)c2cccc(N3C(=O)NC4CC3(C)Oc3c(OC)cccc34)c2)CC1 (stereo unspecified)
54	Cc1cc(C)n2nc(SCCCC(=O)c3ccc(F)cc3)nc2n1
Assay by compound	49	50	51	52	53	54
NR1D1 modulator	0	-2	-3	-2	-2	14
PG9 Ab binder	-2.3	1.0	-4.8	-1.1	1.0	0.3
ASAP1 GAP inh	-3	-10	-1	-6	2	6
rCAG binder	-2	-2	2	-2	-3	-3
GC-B act	2	-6	-3	-1	1	2
SMARCA2 act	1	-1	1	6	1	-3
ARFGAP1 inh	-5	3	2	-1	9	12
ABHD4 inh	-3	8	0	0	4	-1
NPR1 activator	0	4	-3	-3	0	0
HTRA1 inh	0	0	-13	0	3	-2

A different layout for part of the listing above.
Value order: NR1D1 modulator | PG9 Ab binder | ASAP1 GAP inh | rCAG binder | GC-B act | SMARCA2 act | ARFGAP1 inh | ABHD4 inh | NPR1 activator | HTRA1 inh
44	CC(=O)c1cccc(NC(=O)N2CCCc3ccccc32)c1
→ -2 | -1.1 | 0 | -5 | 1 | 0 | 10 | -1 | 4 | 1
45	CCN(CC(=O)NCc1cccs1)CC(=O)Nc1c(Cl)ccc(C)c1Cl
→ -1 | -0.3 | 7 | -5 | 1 | -3 | -1 | 3 | -4 | 7
46	CCCn1cc(S(=O)(=O)c2ccc(C)cc2)c(=O)c2cc(OCC)ccc21
→ -4 | -1.7 | 15 | -1 | -1 | -5 | 1 | -8 | -3 | -10
47	Cn1cc(S(=O)(=O)CC(=O)Nc2ccc(Br)cc2)c2ccccc21
→ -3 | 0.8 | 9 | 4 | -9 | -1 | 0 | -2 | 5 | -12
48	O=C(c1ccc(S(=O)(=O)Nc2ccccc2F)cc1)N1CCN(c2ccccc2O)CC1
→ 2 | -2.3 | -8 | 10 | 1 | -1 | 6 | 6 | 1 | 2
49	CCOc1ccc(NC(=O)c2ccc(CSc3nnnn3C)cc2)cc1
→ 0 | -2.3 | -3 | -2 | 2 | 1 | -5 | -3 | 0 | 0
50	COc1ccc(Cl)cc1C(=O)N/N=C/c1ccc(N2CCOCC2)cc1
→ -2 | 1.0 | -10 | -2 | -6 | -1 | 3 | 8 | 4 | 0
51	COc1ccc(Cl)cc1NC(=O)CSc1nnc(COc2ccccc2)n1N
→ -3 | -4.8 | -1 | 2 | -3 | 1 | 2 | 0 | -3 | -13
